# High-throughput results deposited in PubChem BioAssay by National Center for Advancing Translational Sciences (NCATS).
# NPC1 prom act – activators of NPC1 promoter | Huh7 NPC1 promoter luciferase reporter, 24 h | Potency, µM (highest dose often 9.22 µM), inactives show at the highest dose activation, hits mostly activators | 2.4% of 320,000 active;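 also: potency is read from the fitted curve at half-maximal effect; % of control where 0% means no effect; nearly all actives have a fitted effect of over 60% in size; reporter is driven by a mutant NPC1 promoter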
#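 Luciferase expression driven by the NPC1 promoter was measured in stably transfected Huh7 cells after a 24 h compound incubation, using a luciferase reagent and a luminescence read.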
# Giardia killer – kills Giardia lamblia. activity change, % at 7.66 µM, hits read low. 0.15% of 340,000 active. AID 540267. Giardia lamblia trophozoite viability; in the data active = activity change below about -80%; inconclusive = between about -30% and that limit;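 also: parasites exposed to compound for two days anaerobically before the ATP read; % is scaled to controls: 0 for no effect and ±100 for the full control effect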
#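 Each well holds 100 Giardia trophozoites and compound. After two days (48 hrs) at 37 deg C in anaerobic conditions, ATP is quantified by luminescence.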
# Tb PFK inh – T. brucei PFK enzyme inhibition; O15648; T. brucei PFK, ADP-Glo luminescence; Potency, µM (doses to about 57.5 µM), for the others: top-dose activity, negative = inhibition, hits mostly inhibitors; 0.17% of 330,000 active;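 also: potency is read from the fitted curve at half-maximal effect; 0% = uninhibited 1x PFK enzyme wells and -100% = no-enzyme wells; nearly all actives have a fitted effect of over 60% in size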
#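 Luminescent ADP detection (ADP-Glo, two-step: ATP depletion then ADP-to-ATP conversion for luciferase) reported PFK activity after 45 min room-temperature reaction of 1.25 nM enzyme with 0.5 mM F6P and 0.1 mM ATP at pH 8.0.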
# RORg inh – blocks mouse ROR gamma transcriptional activity; P51450; Drosophila S2 Gal4-RORgamma UAS-luciferase reporter, 20 h; Potency, µM (top dose mostly 53.6 µM), for the others: top-dose activity change, negative = inhibition, most hits filed as inhibitors; 5.4% of 310,000 active; also: potency is read from the fitted curve at half-maximal effect; % is scaled to controls: 0 for no effect and ±100 for the full control effect; nearly all actives have a fitted effect of over 60% in size
# Target sequence (P51450 whole entry, looked up, the tested form may be a part): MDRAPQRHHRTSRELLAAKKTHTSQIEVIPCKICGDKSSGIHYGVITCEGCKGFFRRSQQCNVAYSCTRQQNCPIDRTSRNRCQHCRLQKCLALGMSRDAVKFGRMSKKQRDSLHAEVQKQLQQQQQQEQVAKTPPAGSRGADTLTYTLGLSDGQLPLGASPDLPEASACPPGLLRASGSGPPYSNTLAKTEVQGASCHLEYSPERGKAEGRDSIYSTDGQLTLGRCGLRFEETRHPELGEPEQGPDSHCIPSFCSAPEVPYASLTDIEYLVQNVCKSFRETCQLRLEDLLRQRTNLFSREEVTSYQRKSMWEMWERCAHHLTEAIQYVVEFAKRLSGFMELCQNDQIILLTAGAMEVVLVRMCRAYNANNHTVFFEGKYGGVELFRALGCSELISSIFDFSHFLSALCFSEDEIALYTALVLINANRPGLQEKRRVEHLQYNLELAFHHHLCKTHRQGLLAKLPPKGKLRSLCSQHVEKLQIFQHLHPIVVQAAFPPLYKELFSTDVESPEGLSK
#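 Luminescence from a UAS-regulated Photinus luciferase reporter in stably transfected Drosophila Schneider cells is measured; decreased signal marks ROR gamma inhibition. Fusion expression is induced by 700 uM copper sulfate for 20 hr.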
# uPA generation – cell surface uPA generation inhibition | cell surface uPA generation assay, qHTS | 0.31% of 330,000 active | Potency, µM (doses to about 38.3 µM), for the others: top-dose activity change, negative = inhibition, most hits filed as inhibitors; active = well fitted inhibition curve with a large enough effect; inconclusive = small, poorly fitted or top-dose-only effect; inactive = no such curve, though single readings can be large or run the other way; tested in mouse RAW 264.7 cells; also: potency is read from the fitted curve at half-maximal effect; % is scaled to controls: 0 for no effect and ±100 for the full control effect; nearly all actives have a fitted effect of over 55% in size
# FLuc modulator – counter-screen for miR-21 project: firefly luciferase inhibitors or activators; Potency, µM (top dose mostly 57.5 µM), for inactives: top-dose activity change, negative = inhibition, actives largely listed as inhibitors; AID 588342; purified FLuc, Km substrates, luminescence inhibition; 6.9% of 360,000 active; P08659;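 also: potency is read from the fitted curve at half-maximal effect; plate controls were vehicle for no effect and reference inhibitor for full effect; nearly all actives have a fitted effect of over 55% in size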
# Target sequence (P08659 whole entry, looked up): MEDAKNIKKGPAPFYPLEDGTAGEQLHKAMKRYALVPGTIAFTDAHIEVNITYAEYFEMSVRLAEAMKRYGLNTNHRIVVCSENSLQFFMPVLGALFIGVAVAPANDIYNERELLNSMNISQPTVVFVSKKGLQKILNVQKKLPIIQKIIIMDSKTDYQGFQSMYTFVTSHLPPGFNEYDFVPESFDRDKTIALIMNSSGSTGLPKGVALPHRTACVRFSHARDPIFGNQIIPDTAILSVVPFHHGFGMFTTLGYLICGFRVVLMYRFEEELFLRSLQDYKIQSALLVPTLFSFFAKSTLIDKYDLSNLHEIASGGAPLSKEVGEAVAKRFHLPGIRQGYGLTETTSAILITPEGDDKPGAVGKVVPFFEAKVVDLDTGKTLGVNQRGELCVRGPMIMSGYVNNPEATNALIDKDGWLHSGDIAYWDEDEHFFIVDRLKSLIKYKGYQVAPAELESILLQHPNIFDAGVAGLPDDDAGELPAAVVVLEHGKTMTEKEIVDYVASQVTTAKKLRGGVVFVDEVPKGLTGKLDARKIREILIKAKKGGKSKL
#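 Purified P. pyralis luciferase (10nM final) with 10uM D-luciferin and 10uM ATP (Km levels) in 50mM Tris acetate pH 7.5, 10mM Mg acetate, 0.01% Tween-20, 0.05% BSA; qHTS 6-point titration, ~60 µM downward; luminescence read.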
# KCNH2 3.1 inh – KCNH2 3.1 (human) potassium channel inhibition; AID 720553; U2OS KCNH2 3.1, thallium flux FluxOr; active compounds read low; activity change, % (tested at about 1.8 µM); 0.95% of 340,000 active;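 active = maximum activity change below -70%; inconclusive = maximum activity change from -70% to -50%; inactive = maximum activity change above -50%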;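 also: thallium influx rate constant from kinetic fluorescence after stimulation buffer; % is scaled to controls: 0 for no effect and ±100 for the full control effect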
#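 Virally transduced U2OS (3.1 isoform, 4 h infection in dark at RT) → overnight 37 C → FluxOr + Red40 in HBSS/HEPES, 45 min → stimulation buffer, 2 min kinetic read → rate constant vs DMSO controls.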
# VP16 counter – Gal4-VP16 reporter inhibition counter-screen | Potency, µM (highest dose often 53.6 µM), inactives show at the highest dose activity, negative = inhibition, most hits filed as inhibitors | Drosophila S2 Gal4-VP16 UAS-luciferase, luminescence, 20 h | 3.5% of 310,000 active | AID 2546;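 also: Gal4-VP16 expression switched on by copper sulfate through the metallothionein promoter; potency is read from the fitted curve at half-maximal effect; % is scaled to controls: 0 for no effect and ±100 for the full control effect; nearly all actives have a fitted effect of over 50% in size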
# Rab9 prom act – Rab9 promoter activation; Huh7 Rab9 promoter-luciferase reporter, luminescence, 24 h; Potency, µM (highest dose often 9.22 µM), for inactives: top-dose activation, negative = inhibition, hits mostly activators; 2.8% of 320,000 active; AID 485297; also: potency is read from the fitted curve at half-maximal effect; % of control where 0% means no effect; nearly all actives have a fitted effect of over 60% in size
#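 Measured in stably transfected Huh7 cells bearing a Rab9 promoter–luciferase construct: 24 h compound treatment at 37 °C, followed by luminescence detection.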
# ELG1 genotox – genotoxicity induction in ELG1-luciferase HEK293T cells | HEK293T ELG1-luciferase reporter, luminescence, 16 h | 1.3% of 330,000 active | Potency, µM (top dose mostly 46 µM), inactives show top-dose activity change, positive = activation, most hits filed as activators; also: potency is read from the fitted curve at half-maximal effect; % of control where 0% means no effect; nearly all actives have a fitted effect of over 60% in size
#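 Reporter readout depends on ELG1 protein level, which increases with genetic stress. After 16 hr compound exposure at 37 °C, luciferase activity was quantified using ONE-Glo.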
# Coupling enz – inhibits coupling enzyme system, counter-screen for aldolase hits; activity change, negative = inhibition, % at 58.2 µM, hits read low; coupling enzyme system counterscreen, AmpLite Red fluorescence; 0.67% of 290,000 active; AID 2472; in the data active = activity change below about -30%; also: % is scaled to controls: 0 for no effect and ±100 for the full control effect
#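 Compounds tested against the coupling enzymes alone at 57.5 uM final; readout was AmpLite Red fluorescence (525/598 nm) after 20 min at RT.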
# * marks the source's active call; other numbers are inactive results; u = inconclusive; x = no result given; & = joins results of further samples; [ ] = another dose, or the depositor's remark. Unless noted, calls follow the shape of the dose curve; as a rule, active = well fitted curve in the direction sought with a large enough effect; inconclusive = small, poorly fitted or top-dose-only effect, or another doubt; inactive = no such curve, though single readings can be large; an effect the other way counts as inactive or inconclusive.
SMILES,NPC1 prom act,Giardia killer,Tb PFK inh,RORg inh,uPA generation,FLuc modulator,KCNH2 3.1 inh,VP16 counter,Rab9 prom act,ELG1 genotox,Coupling enz
CCNC(=O)/C(C#N)=C/c1c(N2CCOCC2)nc2ccccn2c1=O,-2%,14,0%,6%,11%,-3%,-4,-2%,-3%,3%,2
CCOc1cccc(C(=O)N/N=C/c2ccoc2)c1,-4%,16,-10%,-28%,-1%,13µM*,-9,-9%,1%,u,x
Cc1ccc(C(=O)NN2CCOCC2)cc1,1%,-8,-2%,-16%,2%,-4%,-8,-4%,8%,2%,6
O=C(CSc1nnc(CNC(=O)c2ccc(F)cc2)o1)NCCc1ccccc1,-2%,-3,-7%,6%,11%,-1%,13,4%,0%,0%,-1
CCCNC(=O)NCc1ccc(N2CCCC2=O)cc1,1%,-15,3%,-21%,0%,1%,-7,4%,15%,2%,0
Cn1c(N)c(C(=O)COC(=O)Cc2cccc(C(F)(F)F)c2)c(=O)n(C)c1=O,x,-10,u,x,-4%,x,6,x,x,1%,x
COc1cc(SC)ccc1C(=O)NCCOc1ccc(C)c(C)c1,1%,12,0%,u,15%,2%,-1,-6%,-5%,4%,-2
Nc1ccn([C@H]2CC[C@@H](CO)O2)c(=O)n1,-6%[46.1 µM],6,-1%&2%,-1%&-21%&-28%&9%&11%,7%,-1%&-1%,-9,6%&12%&-11%&-10%&-4%,1%[46.1 µM],-1%,-2&1&2&3
COC(=O)c1sc(C(C)(C)C)cc1CS(=O)(=O)c1ccc(Cl)cc1,-2%,-11,-7%,21%,-21%,4%,2,-1%,0%,-6%,1
CCc1ccc(NC(=O)N(C2CCCCC2)C(C)c2cccnc2)cc1 (stereo unspecified),-1%,-4,4%,26%,-3%,-16%,1,-1%,-1%,21%,3
CCOC(=O)C(C)n1cnc2c(cnn2-c2ccc(Cl)cc2)c1=O (stereo unspecified),u,-15,-5%,-13%,2%,-15%,0,-17%,u,u,0
Cc1ccccc1C(=O)N1CCC(C(=O)Oc2ccc(C#N)cc2)CC1,-1%,49[activator],-4%,x,-1%,4%,-1,x,9%,-2%,3
CCOc1ccc(NC(=O)CCC(=O)Nc2nnc(CC)s2)cc1,19%,-18,-3%,-2%,-3%,-1%,-3,0%,-1%,16%,x
N/C(Cc1ccc([N+](=O)[O-])cc1)=N\OC(=O)c1ccc2ccccc2c1,5%,-1,-9%,u,0%,u,-32,-13%,-10%,-8%,0
CC(=O)c1ccc(NS(=O)(=O)c2ccc(C(C)(C)C)cc2)cc1,-8%,u,-2%,u,-22%,0%,9,-19%,-4%,-1%,-2
COc1ccccc1NS(=O)(=O)c1cccc(C(=O)NNC(=O)c2ccc(=O)[nH]c2)c1,-2%,7,-4%,x,-8%,0%,23,x,-2%,1%,x
CN(C)S(=O)(=O)c1ccc(N=Cc2c(C(F)(F)F)[nH]n(C)c2=O)cc1,-4%,-7,-1%,10%,11%,1%,-17,-3%,4%,3%,0
Cn1nc(-c2ccc(Cl)cc2)c2cc(C(=O)NC3CC3)sc21,1%,-21,-2%,u,u,1%,0,13µM*,8%,6%,3
O=C(CSc1ccc(-c2ccco2)nn1)Nc1ccc(F)cc1,0%,5,2%,29%,-5%,u,x,3%,-6%,-5%,x
COc1ccccc1NC(=O)CSc1nncs1,x,11,0%,x,-5%,x,18,x,x,2%,x
CCN1C(=O)[C@H]2[C@@H](c3ccc(C)cc3)N3C(=O)N(c4ccc(OC)cc4)C(=O)[C@@]3(CC)[C@H]2C1=O,0%,33[activator],-1%,x,6%,-18%,4,x,-1%,14%,x
O=C(Nc1ccccc1-c1nc2ccccc2[nH]1)c1ccc(N2C(=O)CCC2=O)cc1,-2%,-12,3%,-9%,-4%,-1%,-1,-7%,-5%,2%,4
CCCCC[C@H]1CN(CCc2ccccc2)C(=O)[C@@H]1CC(=O)NCc1ccc(OC)cc1,-7%,7,1%,43%,-1%,2%,-2,2%,0%,-7%,4
Cc1c(C(=O)OCC(=O)NC(C)c2ccccc2)oc2ccccc12 (stereo unspecified),-4%,-6,0%,-26%,1%,-1%,5,u,-2%,2%,x
CC(C)Cn1c(=O)[nH]c2ccccc21,-3%,6,1%,0%,-3%,-1%,1,2%,-2%,1%,1

# Other entries
SMILES,NPC1 prom act,Giardia killer,Tb PFK inh,RORg inh,uPA generation,FLuc modulator,KCNH2 3.1 inh,VP16 counter,Rab9 prom act,ELG1 genotox,Coupling enz
C/C(CC(=O)Nc1cccc(C(F)(F)F)c1)=N/NC(=O)C(=O)NCCO,-1%,-2,4%,35%,18%,-2%,-18,24%,-10%,-3%,-2
Cc1nnsc1C(=O)Nc1cc(Cl)ccc1Cl,-1%,6,-2%,-21%,x,-1%,-7,-7%,-2%,3%,3
S=c1[nH]nc(-c2ccccc2Cl)n1Cc1ccccc1,0%,-24,1%,2.8µM*,0%,-5%,17,u,-2%,1%,1
O=C1COc2ccc(C(=O)COC(=O)c3ccc4ccccc4n3)cc2N1,4%,-3,2%,-6%,-1%,-6%,2,-4%,-6%,1%,5
COc1ccc(CNCC(=O)Nc2sccc2C#N)cc1,6%,10,-1%,-35%,-4%,-4%,-20,-17%,16%,6%,-1
COc1ccc(-c2nn(-c3ccccc3)cc2C(=O)O)cc1N,-6%,-4,2%,-9%,7%,-3%,-3,-3%,-3%,1%,1
CCC(C)c1c(O)nc(SCC(=O)c2ccccc2)[nH]c1=O (stereo unspecified),-11%,-9,2%,-10%,-23%,6%,-3,-2%,9%,u,0
Cc1c2c(nc3c(C)cccc13)OC(C)C2 (stereo unspecified),11%,-14,-6%,-10%,2%,u,20,7%,-8%,0%,-4
CCn1cc(C(=O)Nc2ccc(OC)c(S(=O)(=O)N3CCCCC3)c2)c(=O)c2ccc(C)nc21,-3%,-6,1%,23%,-2%,5%,10,-11%,-4%,13%,-2
Cc1ccc(S(=O)(=O)c2c(C)cc(-c3ccccc3)[nH]c2=O)cc1,-4%,13,0%,8%,-2%,2%,1,-8%,4%,-2%,5
O=S(=O)(c1cccc(-c2csc(-c3cccnc3)n2)c1)N1CCCCC1,-2%,-2,6%,-15%,x,-7%,-8,2%,-6%,-19%,1
CC(=O)N=c1n(C)c2ccccc2n1CCOc1ccccc1,1%,-14,-1%,29%,-2%,0%,11,1%,-6%,-1%,4
COc1ccc2[nH]c(=O)c(CN(Cc3cccs3)Cc3nnnn3Cc3ccccc3)cc2c1,5%,0,3%,36%,-2%,-2%,x,-13%,7%,-15%,-2
Cc1cn([C@H](C(=O)NCCCCCCCCCCC(=O)N2CCNCC2)[C@@H](C)O)nn1,-2%,82[activator],-4%,x,u,6%,-21,x,1%,-2%,x
COc1ccc(NC(=O)CCCn2c(=O)c3sccc3n(Cc3ccc(C)cc3)c2=O)cc1,1%,-6,-5%,u,0%,1%,8,-4%,2%,8%,-2
Cc1cc(N(C)C)ccc1[N+](=O)[O-],-2%,-14,u,4%,2%,-6%,9,0%,-2%,-2%,-11
COc1ccc(CNC(=O)C2CCN(S(=O)(=O)c3ccc(Br)s3)CC2)cc1,-4%,-21,-1%,10%,-4%,2%,-1,-7%,1%,-5%,0
COCCN(C(=O)CSc1nc(-c2ccccc2)cn1N)c1c(N)n(Cc2ccccc2)c(=O)[nH]c1=O,-2%,23,-4%,x,10%,1%,-12,x,0%,-3%,x
Nc1ccc(S(=O)(=O)NC2=NCCCCC2)cc1N,-4%,-1,-1%,6%,-1%,-5%,23,15%,-1%,2%,-23
Cc1ccc(S(=O)(=O)CC(=O)c2ccccc2)cc1,22%,9,0%,25%,14%,u,x,22%,27%,0%,0
Cc1[nH]c(C)c(S(=O)(=O)NCc2ccccc2Cl)c1C(=O)N1CCCC1,-3%,13,0%,-2%,-17%,1%,13,-3%,-7%,4%,0
Cc1cc(C)cc(OCCn2ccnc2)c1,-12%,3,0%,x,12%,-1%,-10,x,-1%,-3%,-1
COc1ccc(C(=O)COC(=O)/C=C/c2ccccc2[N+](=O)[O-])cc1,x,-4,10%,x,3%,x,-1,x,x,0%,x
CC(=O)N/C(=N/c1nc(C)cc(C)n1)Nc1cccc(C)c1C,1%,-1,1%,-3%,1%,-1%,7,17%,-5%,-7%,-1
COc1cccc(CN(C)C(=S)Nc2ccc(C)c(C)c2)c1,-1%,-21,2%,11µM*,14%,3%,-3,20%[10 µM],1%,2%,-1

# Whole records from above. Order of screens: NPC1 prom act	Giardia killer	Tb PFK inh	RORg inh	uPA generation	FLuc modulator	KCNH2 3.1 inh	VP16 counter	Rab9 prom act	ELG1 genotox	Coupling enz
# Results for CC(=O)N=c1n(C)c2ccccc2n1CCOc1ccccc1 → 1%	-14	-1%	29%	-2%	0%	11	1%	-6%	-1%	4
# Results for Cc1c2c(nc3c(C)cccc13)OC(C)C2 (stereo unspecified) → 11%	-14	-6%	-10%	2%	u	20	7%	-8%	0%	-4
# Results for COc1ccc(CNC(=O)C2CCN(S(=O)(=O)c3ccc(Br)s3)CC2)cc1 → -4%	-21	-1%	10%	-4%	2%	-1	-7%	1%	-5%	0
